TNAP Pi inh: inhibitors of human tissue-nonspecific alkaline phosphatase | purified TNAP, pNPP, malachite green phosphate absorbance | P05186 | inhibition, % at 20 µM | AID 614 | 21,000 tested, under 10 active
Target sequence (P05186 whole entry, looked up): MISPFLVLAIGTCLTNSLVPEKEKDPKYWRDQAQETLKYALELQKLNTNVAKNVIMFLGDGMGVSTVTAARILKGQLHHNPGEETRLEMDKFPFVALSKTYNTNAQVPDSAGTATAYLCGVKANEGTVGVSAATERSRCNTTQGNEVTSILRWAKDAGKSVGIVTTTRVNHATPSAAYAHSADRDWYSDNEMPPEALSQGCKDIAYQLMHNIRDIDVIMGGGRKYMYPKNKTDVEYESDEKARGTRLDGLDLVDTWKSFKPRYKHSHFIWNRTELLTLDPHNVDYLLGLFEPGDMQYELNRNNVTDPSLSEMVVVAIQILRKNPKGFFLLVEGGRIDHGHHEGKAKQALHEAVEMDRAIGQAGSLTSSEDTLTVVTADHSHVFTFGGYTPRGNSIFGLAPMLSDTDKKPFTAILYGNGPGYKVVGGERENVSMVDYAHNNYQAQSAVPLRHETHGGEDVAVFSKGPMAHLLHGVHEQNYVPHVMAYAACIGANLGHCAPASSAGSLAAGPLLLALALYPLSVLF
TNAP pNPP inh: inhibitors of human tissue-nonspecific alkaline phosphatase; P05186; purified TNAP, pNPP hydrolysis, absorbance 405 nm; inhibition, % at 20 µM; 21,000 tested, under 10 active; AID 615;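 also: 0% = DMSO only wells and 100% = 1 mM levamisole wells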
Starred values were filed as active, the others as inactive.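 The calls were made as follows: active = inhibition above 50% at the 20 µM single-dose screen; inactive = the rest.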 Not all compounds are listed (hit frequency here may not be typical).

SMILES	TNAP Pi inh	TNAP pNPP inh
O=C(Cc1cccs1)Nc1cccnc1	-13	4
COc1ccc(CNC(=O)[C@H](C)NC(=O)C2CCN(S(=O)(=O)c3ccc(C)cc3)CC2)cc1	-16	6
COc1cccc(C2/C(=C(/O)c3cnn(-c4ccccc4)c3C)C(=O)C(=O)N2CCN(C)C)c1 (centres undefined)	8	6
Nc1ccccc1OCCOCCOCCOc1ccccc1N	9	-3
O=C(NCc1ccccc1)NC(=O)c1ccccc1	4	3
CCn1ncc(Cl)c1C(=O)NC(C)c1ccccc1 (centres undefined)	8	1
CCOC(=O)CSc1cc(C)nc(NC(C)=O)n1	-5	-14
CN1CCCC(OC(=O)COc2ccccc2)C1 (centres undefined)	11	7
O=C(Nc1ccc(Nc2ccccc2)cc1)C1CC1	8	1
O=C(Nc1ccccc1C(=O)N1CCOCC1)c1noc2c1CCCC2	11	6
COc1ccc(/C(O)=C2/C(=O)C(=O)N(CCCN(C)C)C2c2cccnc2)cc1 (centres undefined)	13	6
Nn1c(SCC(=O)Nc2ccc3c(c2)OCO3)nnc1-c1ccncc1	5	3
O=C(NC1CCCCC1)N1CCCC(c2nc(-c3ccc(S(=O)(=O)N4CCCC4)cc3)no2)C1 (centres undefined)	0	0
O=S(=O)(Nc1ccc2c(c1)CCC2)c1cccs1	-22	-3
COC(=O)c1ccc(CSc2nnnn2-c2ccccc2)o1	18	8
Cc1ccccc1C(=O)Nc1cccc(-c2nnc(SCC(=O)O)n2C)c1	2	1
CC1=C(C(=O)Nc2ccccc2C)C(c2cccnc2)n2nc(CCCO)nc2N1 (centres undefined)	8	3
CNC(=O)c1ccccc1NC(=O)c1ccc(C)c(S(=O)(=O)N2CCCCC2)c1	12	2
CC(C)CNC1=CC(=O)CC(c2ccco2)C1 (centres undefined)	8	0
COc1cccc(C(=O)N(Cc2nc(-c3cccc(C)c3)no2)C(C)C)c1OC	1	-6
COc1cccc(N(CC(=O)N2CCN(C)CC2)S(=O)(=O)c2ccc(C)cc2)c1	20	7
O=C(Cn1c(NCCO)nc2ccccc21)c1ccc(Cl)cc1	13	7
COc1ccc(-c2nnc(SCc3csc(N)n3)n2C)cc1	0	0
O=C(CSc1nnc(-c2ccc(Br)cc2)o1)N1CCN(C(=O)c2ccco2)CC1	10	-7
CC(=O)Oc1ccc(N2C(=O)C3C(C2=O)C2(C)C=CC3(C)O2)cc1 (centres undefined)	0	-1
CCOc1ccccc1N1CCN(S(=O)(=O)c2ccc(Cl)s2)CC1	-20	1
COc1ccc(NC(=O)C2CC(=O)N(C(C)C)C2)cc1 (centres undefined)	4	-2
CCCCOCC1CN(c2ccccc2)C(=O)CS1 (centres undefined)	2	-4
O=C(CSc1nc2ccccc2c(=O)n1CC1CCCO1)N1CCN(c2ccccc2)CC1 (centres undefined)	16	1
Nn1c(COc2ccccc2)nc2ccccc2c1=O	-8	-16
Cc1occc1C(=O)NCc1ccc2c(c1)OCO2	11	5
O=C1CC(N(Cc2ccco2)C(=O)Nc2ccc(F)cc2)C(=O)N1c1ccc(F)cc1 (centres undefined)	-1	3
COc1ccc(CC(=O)Nc2cccc(-c3nnc(-c4ccccc4)o3)c2)cc1OC	-5	-10
COC(=O)CN(c1nc(C)cc(OC)n1)S(=O)(=O)c1ccccc1	-1	-2
CCOP(=O)(c1c(F)c(F)c(F)c(F)c1F)C1(O)CCCCC1 (centres undefined)	0	1
COc1ccc(-n2c3c(cc(C(=O)N4CCCCC4)c2=O)C(=O)CC(C)(C)C3)cc1	-4	4
CC(C)NC(=O)N1CCOCCOCCN(C(=O)NC(C)C)CCOCCOCC1	1	-4
COc1ccc(N(CC(=O)NC(C)(C)C)C(=O)c2ccco2)cc1	6	-1
Cc1cc(C)cc(N(CC(=O)N2CCC(C)CC2)S(C)(=O)=O)c1	8	3
CCOC(=O)Nc1ccccc1C(=O)N1CCOCC1	11	1
CCC(C)Cn1c(C)nc2ccccc21 (centres undefined)	0	-5
c1ccc(-c2noc(CN3CCN(C(c4ccccc4)c4ccccc4)CC3)n2)cc1	13	3
CCOC(=O)NCCc1ccc(OC)cc1	-6	-9
COC(=O)c1ccccc1NC(=O)C1CCN(S(=O)(=O)c2cc(OC)ccc2OC)CC1	9	7
c1coc(-c2nnc(-c3ccc4c(c3)OCO4)o2)c1	-24	-2
Cc1ccc(S(=O)(=O)n2nc(-c3cccnc3)nc2N)cc1	17	5
Cn1nnnc1SCCNC/C=C/c1ccccc1	6	-2
CCOC(=O)c1[nH]c(=O)[nH]c1CSc1ccccn1	5	3
CC1(C)CC2(CCCN3C(=O)CSC32)CCS1 (centres undefined)	9	-2
Cc1cccc(N2C(=O)N(c3ccccc3C)C3CS(=O)(=O)CC32)c1 (centres undefined)	0	0
C=CCn1c(NC(=O)c2ccccc2)c(C#N)c2nc3ccccc3nc21	6	2
O=C(c1ccc(COc2ccc(Cl)cc2)o1)N1CCN(Cc2ccc3c(c2)OCO3)CC1	3	5
Cc1cc(C)n(-c2cccc3cccnc23)n1	5	-1
O=C(O)C1CC=CCC1C(=O)NC12CC3CC(CC(C3)C1)C2 (centres undefined)	0	3
CN1C(=O)c2cccc(N(C)C)c2C1=O	14	2
Cc1cc(N2CCN(C3CCCC3)CC2)n2ncc(-c3ccccc3)c2n1	12	4
Cn1c(OCc2cccnc2)nc2c1c(=O)n(Cc1ccc(Br)cc1)c(=O)n2C	8	2
Cn1c(=O)c(C(=O)CSc2nncs2)c(N)n(Cc2ccccc2)c1=O	0	0
O=C(N1CCOCC1)N1CCN(c2nc(-c3ccc(F)cc3)cs2)CC1	10	5
CC(C)CCn1c(Sc2nc3ccccc3s2)nc2c1c(=O)[nH]c(=O)n2C	4	-2

A second format for some results above:
TNAP Pi inh | TNAP pNPP inh | Compound
3 | 5 | O=C(c1ccc(COc2ccc(Cl)cc2)o1)N1CCN(Cc2ccc3c(c2)OCO3)CC1
5 | -1 | Cc1cc(C)n(-c2cccc3cccnc23)n1

(next part)
SMILES	TNAP Pi inh	TNAP pNPP inh
CCOC(=O)c1c(CN2CCN(CCO)CC2)n(C)c2cc(Br)c(OC)cc12	-5	4
Cc1cc(NC(=O)c2cc(-c3ccccn3)nc3ccccc23)no1	7	4
CN1CCN(C(=O)c2ccc(N(Cc3ccccc3Cl)S(C)(=O)=O)cc2)CC1	5	0
COCC(C)NCc1ccccc1C (centres undefined)	6	-1
CC12CCC(C(=O)Nc3cccc(NC(=O)C45CCC(C)(C(=O)O4)C5(C)C)n3)(OC1=O)C2(C)C	3	-2
C=CCSc1nc(N)c(C#N)c(-c2ccc(C)cc2)c1C#N	10	3
Cn1c(Oc2ccccc2NCc2cc(Br)ccc2O)cc(=O)n(C)c1=O	-2	2
O=C(Nc1cccc2c1CCCC2)c1ccco1	-4	-7
COc1ccc(S(=O)(=O)N2CCOCC2)cc1C(=O)Nc1nc2ccccc2s1	14	2
COc1ccc(CC(=O)Nc2cccc(-c3nnc(-c4ccc(C)cc4)o3)c2)cc1OC	9	4
C=CCN1C(=O)N(/C=C/C)c2cccc3cccc1c23	10	9
Cc1ccc(S(=O)(=O)Nc2ccc3nc(-c4cccn4C)[nH]c3c2)cc1	0	0
O=C(O)c1ccc(OCCn2ccnc2)cc1	-5	-5
COc1ccc(CC(C(=O)Nc2cc(C)ccc2C)/C(N)=N/O)cc1 (centres undefined)	10	5
COc1cc2c(cc1NC(=O)c1cncc(Br)c1)oc1ccccc12	11	4
CCCn1c(SCC(=O)Nc2ccccc2N2CCCCC2)nc2c1c(=O)n(C)c(=O)n2C	-6	-7
CCn1c(SCC(=O)NCCc2ccccc2)nnc1-c1ccco1	5	-6
O=C(NC1CCCCC1)Nn1c(-c2ccccc2)nc2ccccc2c1=O	5	3
CCc1ccccc1Nc1nc(N)nc(CSCC(=O)c2cc(C)n(C)c2C)n1	13	8
CN1CCN(S(=O)(=O)c2ccc(N3CCN(S(=O)(=O)/C=C/c4ccccc4)CC3)nc2)CC1	13	2
COC(=O)c1cccc(NC(=O)c2cc3sccc3n2C)c1	9	0
COc1ccc2c(c1)c(C(O)CN1CCN(Cc3ccc4c(c3)OCO4)CC1)c(C)n2C (centres undefined)	11	3
CCOC(=O)c1cc2occc2n1CC(=O)NC1CCC(C)CC1 (centres undefined)	5	5
COc1ccc(OCc2nn3c(-c4cccc(OC)c4)nnc3s2)cc1	-15	4
COc1cc(CN2CCN(CCOCCO)CC2)cc(OC)c1OC	11	3
CCN(CCO)Cc1cc(=O)oc2c(C)c(C)ccc12	7	0
CCn1nnnc1-c1ccc(OC)c(S(=O)(=O)Nc2ccc(OC)cc2)c1	0	0
COC(=O)CN(c1nc(C)c(Br)c(OC)n1)S(=O)(=O)c1ccc(C)cc1	9	4
COC(=O)c1ccccc1NC(=O)c1sc(=S)n(C)c1N	5	0
Cc1ccc(N(CC(=O)NC2CCCC2)C(=O)CCCC(=O)Nc2ccccn2)cc1C	5	-1
CCOC(=O)c1[nH]c2ccccc2c1NC(=O)CCN1CCN(C(=O)OCC)CC1	10	6
Cc1cc(C)c(C(N)=O)c(NCCc2ccccc2)n1	4	0
CC(C)C[C@H](NC(=O)OC(C)(C)C)c1nnc(SCC(=O)Nc2ccc(Br)cc2)o1	7	0
COc1cc(Cl)cc(C2NC(=O)NC(C)=C2C(=O)NCc2ccccc2)c1O (centres undefined)	5	5
COC(=O)c1cccc(NC(=O)CN2CCN(c3ccc(OC)cc3)CC2)c1	11	6
CN(c1ccccc1)S(=O)(=O)c1cc(C(=O)c2nccn2C)ccc1Cl	-9	5
Cc1ccc(-c2c(C)n([O-])c3c([n+]2=O)CCC3)o1	3	2
OCc1csc(=Nc2ccccc2)n1-c1ccccc1	2	-6
Cc1ccccc1-c1nnc(SCC(=O)NC2CCCCC2)o1	9	6
COc1cccc(C(=O)N2CCN(Cc3ccco3)CC2)c1OC	8	7
COc1ccc(CC(=O)NCc2ccccc2Cl)cc1S(=O)(=O)N1CCOCC1	0	0
NC1=NCc2ccccc21	1	-7
O=C(NCCN1CCCCC1)Nc1ccc(F)c(Cl)c1	7	3
Nc1ncnc2nc(SCc3ccccc3)[nH]c12	6	3
COc1c2occc2c(OC)c2c(=O)cc(C(F)(F)C(F)(F)F)oc12	8	6
Cc1ccc(C)c(NC(=O)CNS(=O)(=O)c2ccccc2)c1	14	1
Cc1occc1C(=O)Nc1ccc2c(c1)OCCO2	1	0
Cn1c(SCC(=O)Nc2cc(=O)n(C)c(=O)n2C)nnc1-c1cccs1	-19	5
CC1(C)Cc2cccc(OCC(=O)Nc3nccs3)c2O1	8	4
CC(C)c1nc(N2CCN(C(=O)c3ccccc3)CC2)c(C#N)c2c1COC(C)(C)C2	0	-1
O=C1CCC(=O)N1CNc1ccccn1	-2	5
CC(=O)OCCn1c(=O)c2cc3c(=O)n(CCOC(C)=O)c(=O)c3cc2c1=O	10	0
Cc1cccc2cc(C(c3nnnn3Cc3ccc4c(c3)OCO4)N3CCCC3)c(=O)[nH]c12 (centres undefined)	11	1
Cc1sccc1C1C(C#N)=C(N)SC(N)=C1C#N	-10	-8
COc1ccc2cc(C(c3nnnn3CCc3ccccc3)N3CCC(O)CC3)c(=O)[nH]c2c1 (centres undefined)	6	1
CCCCC(=O)Nc1ccc2c(c1)nc1n2CCOC1	7	5
CCn1c(CNc2ccccc2Cl)nnc1SCCN1CCCCC1	13	7
Cc1ccc(S(=O)(=O)N2CCN(c3ncnc4c3cnn4-c3ccccc3)CC2)cc1	5	1
COc1ccccc1Nc1nc(N)nc(CN2CCN(Cc3ccccc3)CC2)n1	15	3
CCOC(=O)CCCCC(=O)NC(CO)C(=O)NC (centres undefined)	-62	-28

4 entries from above, with each value named.
> CCn1c(CNc2ccccc2Cl)nnc1SCCN1CCCCC1
  TNAP Pi inh: 13
  TNAP pNPP inh: 7
> Cc1ccc(S(=O)(=O)N2CCN(c3ncnc4c3cnn4-c3ccccc3)CC2)cc1
  TNAP Pi inh: 5
  TNAP pNPP inh: 1
> COc1ccccc1Nc1nc(N)nc(CN2CCN(Cc3ccccc3)CC2)n1
  TNAP Pi inh: 15
  TNAP pNPP inh: 3
> CCOC(=O)CCCCC(=O)NC(CO)C(=O)NC (centres undefined)
  TNAP Pi inh: -62
  TNAP pNPP inh: -28

New compounds follow.
SMILES	TNAP Pi inh	TNAP pNPP inh
CCCCOC(=O)c1ccc(NC(=O)CSCc2n[nH]c(=O)[nH]2)cc1	13	2
CCOC(=O)C(C#N)c1ccccn1 (centres undefined)	2	-6
COc1cc(C)c(N(C(C)=O)c2ccccc2)c(C)c1	11	-12
CCCCOc1ccc(Cl)cc1CSc1nncn1N	11	3
COCCCn1c(CCC(=O)O)ccc1-c1ccc(F)cc1	13	3
CCC(=O)c1ccc(OCCn2cncn2)cc1	-15	4
CCOc1ccc(/C(O)=C2/C(=O)C(=O)N(CCN(C)C)C2c2ccccc2)cc1Cl (centres undefined)	0	0
c1ccc(Cc2nn3c(C4COc5ccccc5O4)nnc3s2)cc1 (centres undefined)	-1	2
c1ccc(NC(=NCc2ccco2)c2ccccc2)cc1	2	9
O=C(CC1Nc2ccccc2NC1=O)Nc1ccccc1 (centres undefined)	-35	-6
CCn1c2ccccc2c2cc(C3C(C#N)=C(N)OC4=C3C(=O)CC(C)(C)C4)ccc21 (centres undefined)	-7	-2
CC(=O)c1c(C)[nH]c(C(=O)OCC(=O)NCCc2ccc(F)cc2)c1C	6	-1

6 entries from above, ordered by length of the SMILES, rising:
SMILES	TNAP Pi inh	TNAP pNPP inh
CCOC(=O)C(C#N)c1ccccn1 (centres undefined)	2	-6
CCCCOc1ccc(Cl)cc1CSc1nncn1N	11	3
c1ccc(NC(=NCc2ccco2)c2ccccc2)cc1	2	9
COCCCn1c(CCC(=O)O)ccc1-c1ccc(F)cc1	13	3
CCCCOC(=O)c1ccc(NC(=O)CSCc2n[nH]c(=O)[nH]2)cc1	13	2
CC(=O)c1c(C)[nH]c(C(=O)OCC(=O)NCCc2ccc(F)cc2)c1C	6	-1

From PubChem BioAssay
